# Screens deposited in PubChem by several laboratories.
# CRFR2-BP antag – CRF-BP/CRF-R2 complex antagonism | HEK293 CRF-R2/CRF-BP, CRF-induced calcium fluorescence | 350,000 compounds, 0.59% hits | inhibition, % at 11.8 µM;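 active = inhibition of the ligand-induced calcium signal above about 50% at the single tested concentration, limit read from the data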
# NS3 helicase inh – blocks Hepatitis C virus NS3 helicase unwinding; NS3 helicase DNA unwinding, Cy5 molecular beacon fluorescence; inhibition, % at 10.9 µM; 290,000 compounds, 0.56% hits;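 active = inhibition above the mean of all tested compounds plus 3 SD, set per campaign, cut at about 35% in these data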;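 also: 0% = DMSO wells and 100% = thioflavine S control wells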
#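 Material: hepatitis C virus NS3 helicase domain fragment enzyme; measured by: Cy5 fluorescence, 0 and 60 min reads; control set: DMSO and thioflavine S; incubation: 60 min unwinding reaction at 25 °C after ATP addition; read-out basis: % inhibition from 60/0 min fluorescence ratio, DMSO 0%, thioflavine S 100%; repeats: singlicate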
# GalR3 antag – antagonists of human GalR3 | 360,000 compounds, 0.44% hits | HEK293 GalR3-CNG cAMP membrane potential fluorescence; galR3 body fused to GalR1 C-terminus | inhibition, % at 3 µM;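 active = inhibition above the screen-wide average plus 3 SD, cut at about 13% in these data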;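 also: forskolin and galanin both at EC90 stimulate the cells; cAMP rise reported by CNG channel membrane potential dye signal; 0% = forskolin plus galanin with DMSO and 100% = forskolin alone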
# Target sequence (O60755 1-299 limits assumed): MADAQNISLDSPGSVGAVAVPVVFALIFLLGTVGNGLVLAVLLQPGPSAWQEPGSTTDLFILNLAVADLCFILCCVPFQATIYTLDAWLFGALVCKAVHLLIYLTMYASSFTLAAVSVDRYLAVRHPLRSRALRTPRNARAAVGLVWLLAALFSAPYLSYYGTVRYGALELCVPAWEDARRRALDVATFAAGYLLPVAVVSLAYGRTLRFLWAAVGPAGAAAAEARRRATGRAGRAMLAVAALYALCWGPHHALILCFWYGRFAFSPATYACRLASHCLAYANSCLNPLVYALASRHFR
# MEKK2wt PB1 HTS – raises or lowers MEK5 binding to wildtype human MEKK2 PB1 domain; Q9Y2U5; bead flow cytometry, Alexa488-MEK5 binding to MEKK2 WT; actives lie on both sides; binding response (% of control), % at 10 µM; 290,000 compounds, 1.1% hits; in the data active = binding response below about 67% or above about 130%
# FID counter – displaces DNA intercalator in HCV helicase counter-screen; 290,000 compounds, 0.17% hits; DNA fluorescent intercalator displacement, fluorescence; inhibition, % at 7.9 µM; AID 1845; in the data active = inhibition above about 37%;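 also: 0% = vehicle and 100% = reference compound; higher means more ethidium bromide displaced from hairpin DNA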
# CRFBP-R2 agonist – agonists of human CRF-binding protein/CRF-R2 receptor complex. HEK293 CRF-R2/CRF-BP, calcium dye fluorescence (FLIPR); percent of saturating CRF peptide response. activation, % at 13.2 µM. 350,000 compounds, 0.46% hits. AID 588473;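 active = activation of at least 50%, plus an integration ratio under a set limit after plate pattern correction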;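 also: plate controls were neutral control wells without compound for no effect and CRF at EC100 for full effect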
# MEKK3 PB1 HTS – raises or lowers MEK5 binding to the human MEKK3 PB1 domain; AID 1529; 290,000 compounds, 1.4% hits; bead-based flow cytometry, Alexa488-MEK5 binding to MEKK3; actives lie on both sides; 0 = blocked by unlabeled MEK5, 100 = vehicle; binding response (% of control), % at 10 µM;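 active = binding response more than 3 SD above or below the average of its plate-row segment, actives on both sides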;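 also: Alexa488 bead fluorescence after subtracting the streptavidin-only scavenger bead signal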
# Target sequence (Q99759 whole entry, looked up, the tested form may be a part): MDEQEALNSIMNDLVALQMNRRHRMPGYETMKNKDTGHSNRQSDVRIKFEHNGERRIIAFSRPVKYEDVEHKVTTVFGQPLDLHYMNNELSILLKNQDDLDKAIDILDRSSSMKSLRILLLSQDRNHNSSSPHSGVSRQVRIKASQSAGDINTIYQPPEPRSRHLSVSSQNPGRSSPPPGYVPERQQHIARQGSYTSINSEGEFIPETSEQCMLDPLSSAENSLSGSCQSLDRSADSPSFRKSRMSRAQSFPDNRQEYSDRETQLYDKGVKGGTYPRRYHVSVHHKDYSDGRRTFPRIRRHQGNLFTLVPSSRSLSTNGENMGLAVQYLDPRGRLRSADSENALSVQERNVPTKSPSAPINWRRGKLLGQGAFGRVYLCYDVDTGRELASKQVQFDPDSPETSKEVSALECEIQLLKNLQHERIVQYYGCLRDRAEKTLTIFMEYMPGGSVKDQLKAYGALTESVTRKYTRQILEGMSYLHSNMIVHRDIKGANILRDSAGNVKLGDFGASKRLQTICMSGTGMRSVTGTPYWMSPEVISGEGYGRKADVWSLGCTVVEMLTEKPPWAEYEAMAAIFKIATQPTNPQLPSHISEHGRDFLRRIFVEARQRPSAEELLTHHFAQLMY
# MEKK2 mut-MEK5 – signal of MEK5 binding to mutant human MEKK2 PB1 domain; bead flow cytometry, Alexa488-MEK5 binding to MEKK2 mutant; percent response, % at 10 µM; 290,000 compounds, 0.35% hits; in the data active = percent response above about 24%, passing the limit was not always enough; also: inactives centre near 1; some results filed as inactive read as strong as hits
# SUMO HTRF inh – inhibitors of human SUMOylation (UBC9); P63279; HTRF SUMOylation assay, SAE1/SAE2 + UBC9, in vitro; inhibition, % at 35 µM; 290,000 compounds, 0.36% hits; in the data active = inhibition above about 50%, passing the limit was not always enough; also: strong numbers were not always called active
# Target sequence (P63279 whole entry, looked up): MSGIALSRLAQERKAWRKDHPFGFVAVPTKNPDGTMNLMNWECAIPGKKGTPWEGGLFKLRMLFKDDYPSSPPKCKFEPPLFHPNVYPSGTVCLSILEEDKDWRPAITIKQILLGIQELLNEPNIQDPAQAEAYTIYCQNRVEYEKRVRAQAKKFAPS
# * hit, by the source's call; x = no result given; [ ] = remark or other dose. A portion of the library, so the mix of outcomes need not match the whole.
SMILES,CRFR2-BP antag,NS3 helicase inh,GalR3 antag,MEKK2wt PB1 HTS,FID counter,CRFBP-R2 agonist,MEKK3 PB1 HTS,MEKK2 mut-MEK5,SUMO HTRF inh
COc1ccc(OCCSc2nc(N)cc(N)n2)cc1,-6,2,-1,106,-1,0.2,103,2,-12
C=CCC1Cc2c(Br)cccc2C(CC=C)N1 (centres undefined),-20,-16,-5,101,-4,-3.2,100,1,5
Cc1cccc(-c2n[nH]c(=S)n2C)c1,9,4,4,102,5,-3.1,107,0,4
CCCC(C)NC(=O)COC(=O)c1ccc2c(c1)C(=O)N(Cc1ccco1)C2=O (centres undefined),-4,-3,-9,101,-19,-3.9,102,1,6
COc1ccc(/C=C/C(=O)NC2CCCCCC2)cc1S(=O)(=O)N1CCOCC1,13,4,-1,100,-30,1.2,103,-3,-12
COCCCNC(=O)C1CCCN(S(C)(=O)=O)C1 (centres undefined),7,-11,-2,95,3,5.2,92,-2,-13
CC1(C(=O)CSc2ncn[nH]2)CCC(=O)O1 (centres undefined),x,1,x,98,0,x,98,0,-21
Cc1ccccc1CSCCNC(=O)c1ccc(N(C)S(=O)(=O)c2ccccc2)cc1,-12,-8,-4,105,-19,9.3,99,-6,-48
CC1(C)CC2CC(C)(CN2C(=O)COC(=O)c2cc(Cl)cc(Cl)c2N)C1 (centres undefined),-21,8,-9,95,-5,-0.4,100,0,-5
CC(=O)c1ccc(S(=O)c2ccccc2)cc1 (centres undefined),23,1,-3,100,10,2.8,100,-5,5
COC(=O)c1sc2cc(C(F)(F)F)cnc2c1-c1cccnc1,-9,7,-1,99,-6,-1.3,102,1,3
CCCCCCCN1C=CC(=O)CC1,2,x,-7,127,x,-1.7,113,4,4
COc1cccc(C(=O)N(Cc2nc(-c3cccc(C)c3)no2)C(C)C)c1OC,5,-5,-1,96,-39,0.2,101,-2,3
O=C(CSc1nc(C2CC2)nc2ccccc12)N1c2ccccc2Sc2ccccc21,10,-11,-2,x,-9,1.7,x,x,-8
COc1ccc2oc(=O)c(/C(C)=N/Nc3ccccc3)cc2c1,9,8,-1,96,-8,2.8,106,-3,34
O=C(NC(=S)Nc1ccc(N2CCOCC2)cc1)c1cccs1,-6,-2,-6,95,-3,0.6,94,-4,-2
O=C(Nc1nc2nc(-c3ccccc3)cc(-c3ccccc3)n2n1)c1ccco1,1,2,-4,106,-13,1.9,106,4,-4
COc1ccc(NC(=O)CC2(CC(=O)O)CCCC2)cn1,10,-7,-2,100,0,-0.1,97,2,5
CN(C)CCCNC(=S)N(CCCO)Cc1cc2cc3c(cc2[nH]c1=O)OCO3,14,8,-5,100,-1,-3.2,104,0,14
O=C(COc1cc(Cl)c(Cl)cc1Cl)NCCc1ccccn1,0,-2,5,97,-20,-6.3,98,-1,-3

# The final two compounds of the section before open the next one:
SMILES,CRFR2-BP antag,NS3 helicase inh,GalR3 antag,MEKK2wt PB1 HTS,FID counter,CRFBP-R2 agonist,MEKK3 PB1 HTS,MEKK2 mut-MEK5,SUMO HTRF inh
CN(C)CCCNC(=S)N(CCCO)Cc1cc2cc3c(cc2[nH]c1=O)OCO3,14,8,-5,100,-1,-3.2,104,0,14
O=C(COc1cc(Cl)c(Cl)cc1Cl)NCCc1ccccn1,0,-2,5,97,-20,-6.3,98,-1,-3
Cc1ccc(C(=O)ONC(=O)c2ccc(Cl)cc2)cc1[N+](=O)[O-],0,-5,-13,107,-1,3.3,104,9,-5
O=c1[nH]c(C2CCN(S(=O)(=O)c3ccc4c(c3)OCCO4)CC2)nc2c1nnn2Cc1ccccc1F,16,10,3,94,-20,-0.6,97,-3,-10
O=[N+]([O-])c1ccc(O)c(Nc2ncnc3ccccc23)c1,63*,-10,-7,106,2,42,116,0,-5
O=C(Cc1ccc(Br)cc1)NC1CCCCC1,0,1,-3,102,-2,-1.2,97,-1,19
CCCCNC(=O)c1nc2ncc(Br)cn2n1,10,5,-6,108,1,-5.0,106,6,33
Cc1ccc(C(=O)NNC(=O)C2CCN(C(=O)OC(C)(C)C)CC2)cc1,0,0,-7,102,-12,0.8,103,2,19
O=C1NC(=O)C(c2ccc(F)cc2)N1 (centres undefined),6,-5,-4,101,2,-1.6,105,-2,15
CCO[C@H]1OC(C(=O)NCc2nc3ccccc3[nH]2)=C[C@@H](C2CC2)[C@@H]1CCCO,-3,4,3,2.0*[inhibitor],-13,-1.3,1.0*[inhibitor],12,15
Cc1cccc(OCC(=O)Nc2ccc3c(c2)nc(CCN2CCN(C)CC2)n3C)c1,-1,14,-1,118,25,0.5,107,4,26
COCCSc1ccccc1C(=O)Nc1nncs1,4,-3,-1,105,0,4.6,107,6,-20
COc1ccccc1N1CCN(C(=O)CCC(=O)Nc2nnc(CC(C)C)s2)CC1,11,13,-7,92,-48,-0.2,96,1,19
O=C(COC(=O)[C@@H]1CC(O)CN1S(=O)(=O)c1ccc([N+](=O)[O-])cc1)NC12CC3CC(CC(C3)C1)C2 (some centres undefined),-5,-8,-5,105,-9,-1.4,94,3,-30
c1ccc(CCc2cn(C[C@H]3CC[C@@H]([C@@H]4CC[C@H](Cn5cc(CCc6ccccc6)nn5)O4)O3)nn2)cc1,-2,14,-2,103,-49,0.1,100,6,15
CCN1C(=O)c2cccc3c(S(=O)(=O)NCCCN4CCOCC4)ccc1c23,10,-10,-4,124,10,-0.6,125*,6,34
CCn1cc(C(=O)NCc2ccc(C)o2)c2cc(OC)c(OC)cc2c1=O,-6,2,0,107,-15,-1.3,108,6,26
Cc1ccccc1CSCCNC(=O)CCSc1ccccc1,-6,-6,-5,98,-29,3.3,99,1,20
COc1ccccc1-n1c(C)cc(/C=C2\C(=N)N3N=C(CC(=O)N4CCOCC4)SC3=NC2=O)c1C,-2,-18,-7,109,-61,0.2,107,4,4
NC1=NC2(CCCCC2)N(c2ccc(F)cc2F)C(N)=N1,-6,-1,-5,97,-1,-1.3,107,-6,-17
Cc1ccc(-n2cnc3c(sc4nc(N5CCOCC5)c5c(c43)CCCC5)c2=O)cc1,23,16,-4,100,-4,1.4,110,4,8
COc1c(OC(C)=O)ccc(/C=N\NC(=O)c2ccc(Br)cc2)c1[N+](=O)[O-],-34,6,-7,95,1,-1.1,107,-12,-6

# Gathered by group, the entries above containing a Cl atom.
SMILES,CRFR2-BP antag,NS3 helicase inh,GalR3 antag,MEKK2wt PB1 HTS,FID counter,CRFBP-R2 agonist,MEKK3 PB1 HTS,MEKK2 mut-MEK5,SUMO HTRF inh
CC1(C)CC2CC(C)(CN2C(=O)COC(=O)c2cc(Cl)cc(Cl)c2N)C1 (centres undefined),-21,8,-9,95,-5,-0.4,100,0,-5
O=C(COc1cc(Cl)c(Cl)cc1Cl)NCCc1ccccn1,0,-2,5,97,-20,-6.3,98,-1,-3
Cc1ccc(C(=O)ONC(=O)c2ccc(Cl)cc2)cc1[N+](=O)[O-],0,-5,-13,107,-1,3.3,104,9,-5

# Other compounds
SMILES,CRFR2-BP antag,NS3 helicase inh,GalR3 antag,MEKK2wt PB1 HTS,FID counter,CRFBP-R2 agonist,MEKK3 PB1 HTS,MEKK2 mut-MEK5,SUMO HTRF inh
CCCCOC(=O)Nc1ccc(C(=O)OC)cc1,-12,4,-8,99,-1,-0.6,103,0,-3
COC(=O)CN1C(=O)[C@H]2[C@@H](c3ccc(C)o3)N3C(=O)CN(Cc4ccccc4)C(=O)[C@@]3(C)[C@H]2C1=O,3,3,-4,106,-19,0.3,101,7,-2
CCCCCCC(=O)NNC(=O)c1c(O)c2ccccc2n(CC)c1=O,-9,-5,-7,96,-14,5.6,103,1,-12
Cc1[nH]nc(NCCO)c1[N+](=O)[O-],5,-1,x,100,11,0.0,103,-2,9
CCc1cc(C=NC2CCCCC2)c(O)s1,-3,2,-9,x,-3,-2.8,x,x,24
COc1ccc(C(=O)n2nc(C)cc2C)cc1OC,-8,-5,-5,100,-6,1.0,97,0,7
CCCCC(=O)Nc1nnc(SCC(=O)NC2CC2)s1,-12,5,-7,100,-4,-1.6,102,-1,-8
CC(C)CCNCC(=O)NC(c1ccccc1)c1ccccc1,6,-10,-3,86,11,-1.3,99,-10,-2
CCNS(=O)(=O)c1c(C)cc(C)c(N(C)S(=O)(=O)c2ccccc2)c1C,-20,-6,-5,82,-23,-0.7,96,-13,12
CC(/C=N/Nc1nnc2c(n1)[nH]c1ccccc12)=C\c1ccco1,26,9,x,91,2,-2.9,91,-4,6
Cc1cc2nnc(SCC(=O)N3CCN(c4ccccc4)CC3)n2c(N)n1,2,8,-5,112,-11,-0.9,106,9,-4
Cc1[nH]n(-c2ccccc2)c(=O)c1C(=O)Nc1ccccc1,12,18,-7,102,-3,-0.7,99,3,11
CCOc1ccc(NC(=O)c2ccc(NC(=O)COC(=O)Cc3ccc(OC)cc3)cc2)cc1,-8,-11,-1,90,-4,1.3,92,-2,45
CCCC1=C(C(=O)OCC)C(c2ccncc2)n2ncnc2N1 (centres undefined),-7,1,-5,106,-3,-1.0,104,5,11
COc1cccc(CN2CC(C(=O)NCCn3cccn3)CCC2=O)c1 (centres undefined),-4,6,-8,99,-3,-0.6,101,1,8
COc1ccc(CCN(C)C(=O)Cc2ccc(-c3ccccc3)cc2)cc1OC,-3,-2,35*,98,-51,-0.1,103,3,11
CN(C(=O)CSc1nnc(-c2ccccc2)o1)c1c(N)n(Cc2ccccc2)c(=O)[nH]c1=O,9,4,-5,101,-19,-1.4,115,1,-6
CCOc1cc2c3c(c1)C(C)=CC(C)(C)N3C(=O)C2=O,-3,-1,0,91,7,-4.9,95,-10,18
COc1ccccc1CNC(=O)N1CCN(S(=O)(=O)c2ccccc2)CC1,22,1,-8,100,-21,-2.6,98,0,-3
O=C(Nc1ccc2nc(-c3cccs3)[nH]c2c1)c1ccco1,2,1,-2,96,-1,-1.5,97,-3,24
Cc1cc(C(=O)OCC(=O)N2CC(=O)Nc3ccccc32)c(C)n1-c1ccccc1,-24,-18,-2,122,-33,-2.0,101,19,-5
CN(C1CCCCC1)S(=O)(=O)c1ccc2c(c1)c(=O)c(C(=O)NCCN1CCCC1)cn2C,0,-23,-2,114,8,-1.4,111,3,12
Cc1ccccc1Nc1nc(N)nc(COC(=O)c2ccccc2)n1,-3,-14,-5,100,-16,0.3,99,-1,2
CS(=O)(=O)NCc1nnc(SCc2ccccc2C(F)(F)F)o1,11,1,-5,109,-3,-0.4,112,10,18
CCC(=O)N(Cc1cc2ccccc2[nH]c1=O)c1ccccc1OC,-2,5,-12,101,-19,0.4,101,0,7
CCOc1cccc(NC(=O)CC#N)c1,2,18,-2,100,-9,7.0,99,-2,14
CC(C)OCCCNc1ccc(N2C(=O)CCCC2=O)cc1[N+](=O)[O-],1,-7,-1,109,-5,0.5,110,6,2
O=C1c2cccnc2C(=O)N1C1CCCCC1,11,-6,-6,102,1,-0.9,103,3,21
COc1ccc(N2C(=O)CSC23CCCCC3)cc1,9,4,-4,98,-17,-0.7,100,-4,6
O=C(CN(C(=O)c1csnn1)c1ccc(Br)cc1)NC1CCCCC1,7,2,-11,104,-25,0.0,104,6,2
COc1ccccc1NC(=O)Cn1cncc1-c1ccc([N+](=O)[O-])cc1,10,-3,-5,x,5,-3.6,x,x,-3
CC(Cc1ccccc1)C(=O)Nc1ccc(Br)cc1 (centres undefined),14,-14,-9,98,-5,-1.8,103,20,-9
Cc1cc(NC(=O)CN2CCN(c3ccccn3)CC2)ccc1Br,-16,-6,-6,106,-19,-2.2,103,6,-6
CCC(C)Cn1c(O)cc2nn(-c3nc4ccccc4s3)c(=O)c-2c1C (centres undefined),-1,26,5,90,-29,0.4,96,-5,20
CC(C(=O)Nc1ccc2c(c1)OCCO2)N1CCN(C(=O)c2ccco2)CC1 (centres undefined),-5,9,4,100,2,3.7,101,1,-2
